Cneo AK release: causes C. neoformans cell lysis; adenylate kinase release luminescence, 4 h; normalised: neutral wells 0, clomiphene wells 100; lysis activity, % at 15 µM; hit rate 0.2% among 360,000; AID 651654;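 active = mean lysis activity across replicates of at least 80%, whatever share of replicates individually reach that level; inactive = mean lysis activity below 80%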
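Material: C. neoformans cells | Amount: Yeast cell density of 5 × 10^6 cells/mL | Medium: Fresh YPD growth medium | Dosing: Single dose | Times: Static 4 h at 37 °C with compound, 1 h detection | Detection: AK luminescence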
ERp5 inh: blocks human ERp5 reductase activity on insulin | ERp5 insulin aggregation, absorbance 650 nm, 90 min | Q15084 | hit rate 0.05% among 350,000 | inhibition, % at 9.99 µM;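 active = mean replicate inhibition above about 25%, with every replicate also reaching it, limit read from the data, passing the limit was not always enough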
Target sequence (Q15084 whole entry, looked up): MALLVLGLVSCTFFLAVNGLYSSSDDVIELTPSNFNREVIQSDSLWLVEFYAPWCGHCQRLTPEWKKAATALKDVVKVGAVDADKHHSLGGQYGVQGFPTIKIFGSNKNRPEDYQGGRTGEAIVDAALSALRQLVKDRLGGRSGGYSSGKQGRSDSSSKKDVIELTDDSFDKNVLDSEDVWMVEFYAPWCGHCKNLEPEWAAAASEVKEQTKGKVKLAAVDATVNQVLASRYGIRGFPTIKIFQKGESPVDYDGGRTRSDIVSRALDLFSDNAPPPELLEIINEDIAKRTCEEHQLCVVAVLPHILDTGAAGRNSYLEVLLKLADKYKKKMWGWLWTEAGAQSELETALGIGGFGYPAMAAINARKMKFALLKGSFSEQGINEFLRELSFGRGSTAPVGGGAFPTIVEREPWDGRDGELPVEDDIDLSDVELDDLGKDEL
miR122 inh: inhibitors of miR-122 in Huh7 cells. Huh7 miR-122 Renilla luciferase sensor, 48 h; neutral wells = 0, positive control = 100. activation (reporter increase), % at 12.5 µM. hit rate 0.3% among 340,000. AID 602342;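 active = mean replicate activation score at least 90 and every replicate individually at or above 90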;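 note: higher luciferase means less miR-122 activity so hits act as miR-122 inhibitors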
C2C12 statin: suppressors of simvastatin-induced myotoxicity in C2C12 myotubes. ATP luminescence, 48 h; scaled: DMSO 0, geranylgeraniol control 100. rescue of ATP level, % at 7.49 µM. hit rate 0.78% among 330,000. AID 602340;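 active = mean ATP rescue above about 67%, or every replicate alone reaching that limit, limit read from the data, passing the limit was not always enough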;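 note: myotubes were challenged with 10 µM simvastatin during compound exposure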
SIRT5 inh: sirtuin-5 (human) deacylase inhibition; Purified SirT5, succinyl-peptide AMC, trypsin-coupled fluorescence; inhibition, % at 15 µM; hit rate 1.1% among 330,000; AID 652115; in the data active = inhibition above about 15%
Target sequence (Q9NXA8 whole entry, looked up): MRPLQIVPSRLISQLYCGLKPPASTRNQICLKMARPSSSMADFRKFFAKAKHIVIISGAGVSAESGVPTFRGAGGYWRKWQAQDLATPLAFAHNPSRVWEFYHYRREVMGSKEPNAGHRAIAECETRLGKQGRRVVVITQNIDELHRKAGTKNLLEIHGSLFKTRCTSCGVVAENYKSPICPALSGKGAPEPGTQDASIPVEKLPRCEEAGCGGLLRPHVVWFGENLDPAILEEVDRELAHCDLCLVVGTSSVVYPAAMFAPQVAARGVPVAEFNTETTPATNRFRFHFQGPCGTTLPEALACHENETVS
esBAF inh: blocks esBAF chromatin remodeling in mouse ES cells; AID 602393; Bmi1-luciferase knock-in reporter, 24 h; 100% = twice the neutral-well signal; reporter increase, % at 12.5 µM; hit rate 2% among 350,000; in the data active = activation above about 40%;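 note: 0% = median of the plate's neutral control wells and 100% = double that signal; a rise in the Bmi1 reporter signal indicates esBAF inhibition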
ARNT TACC3 PPI: ARNT/TACC3 interaction disruption; AlphaScreen His-ARNT PAS-B/GST-TACC3 binding, luminescence; TACC3 fragment carries E629A point mutation; hit rate 0.66% among 390,000; Q9Y6A5; AID 623870; inhibition, % at 9.99 µM;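 active = mean inhibition of replicates at least 50% and at least half of replicates each reaching 50%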;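 note: 0% = complete ARNT plus TACC3 wells and 100% = ARNT alone without TACC3; many hits fall short of the cut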
* = called active by the depositor; x = not tested or not shown; [ ] = another dose, or the depositor's remark. Rows were taken by chance (roughly 4% active in at least one column).

Compound | Cneo AK release | ERp5 inh | miR122 inh | C2C12 statin | SIRT5 inh | esBAF inh | ARNT TACC3 PPI
O=C(CCNc1n[nH]c(=O)[nH]c1=O)N/N=C\c1cccc(OCc2ccccc2)c1 | x | -4 | -6 | x | -4 | x | x
O=S(=O)(Cc1cc(N2CCOCC2)nc(-c2ccccn2)n1)c1ccccc1 | x | 1 | x | x | 5 | x | 18
CCOC(=O)CC1C(=O)NCCN1C(=S)NC(=O)c1ccccc1OC (stereo not drawn) | 2 | 1 | x | x | -6 | x | x
Cc1cc2c(=O)n(C)c(SCC(=O)Nc3cccc(F)c3)nc2s1 | 0 | -1 | 7 | -3 | -6 | 10 | -6
CC(=O)c1ccc(Nc2nc(-c3cccnc3)cs2)cc1 | 2 | 4 | 1 | -12 | 5 | 52* | 3
Cc1noc(C)c1-c1ccc(C(=O)NCc2ccco2)c2occc12 | 0 | 0 | -1 | 28 | 3 | 10 | x
CCCN(C)C[C@H]1Oc2ncc(-c3cccnc3)cc2C(=O)N([C@@H](C)CO)C[C@@H]1C | 7 | 8 | 11[16.7 µM] | 7 | 8 | 6 | -1
CC(C)(C)OC(=O)NCCCCCNC(=O)c1[nH]cnc1C(=O)Nc1cc(Br)ccc1F | -2 | 1 | 3 | -10 | -4 | -3 | x
CC(C)c1cn(CC[C@H]2CC[C@@H](NS(=O)(=O)c3ccc(F)cc3)[C@@H](CO)O2)nn1 | 0 | 0 | x | 2 | 11 | 0 | x
C[C@H]1CN([C@@H](C)CO)S(=O)(=O)c2ccc(C#Cc3cccnc3)cc2O[C@H]1CN(C)C | -3 | 4 | -3[16.7 µM] | 19 | 2 | 1 | 5
CC(=O)N[C@@H]1C=C[C@@H](CC(=O)NCC2CCCCC2)O[C@@H]1CO | -1 | 5 | x | -1 | 1 | 0 | -5
O=C(CSc1nnc(NC(=O)c2c(F)cccc2F)s1)NCC1CCCO1 (stereo not drawn) | 3 | -2 | x | x | 1 | x | 0
CC(C)=CC(=O)Nc1nnc(C(C)C)s1 | -1 | x | 0 | -2 | x | 11 | 3
Cc1ccc(S(=O)(=O)N[C@@H]2C=C[C@@H](CC(=O)N3CCc4ccccc4C3)O[C@@H]2CO)cc1 | -4 | 6 | x | -7 | -4 | 9 | -7
COc1ccc(CNC(=O)c2sccc2-c2ccccc2)cc1OC | 2 | -3 | x | -19 | 4 | 5 | 15
Cc1ccc(C)c(OCC(=O)Nc2ccncc2)c1 | 9 | 1 | -6 | 3 | -3 | 4 | -5
COc1cc(CNC(=O)c2cc(-c3ccc(F)cc3C)n[nH]2)cc(OC)c1 | -2 | 5 | -4 | 10 | 1 | 5 | x
Cc1c(C(C)(C)O)[nH]c2cc(C(F)(F)F)ccc12 | -1 | 2 | -1 | 26 | -3 | 8 | 0
CCCN(CC(=O)Nc1cc(Cl)ccc1Cl)C(=O)c1ccc2n[nH]nc2c1 | -1 | -4 | -3 | 5 | 1 | -1 | 10
CCN(CC(=O)NCc1cccs1)C(=O)c1ccc(NS(=O)(=O)c2ccc(C(C)=O)cc2)cc1 | x | -4 | x | x | -1 | x | 0
Cc1cc(C)c(C#N)c(SCC(=O)NC2CC2)n1 | -3 | 0 | -2 | 8 | 0 | -9 | -1
COc1ccc(Nc2nnc(Cc3ccncc3)c3ccccc23)c(OC)c1 | 4 | -4 | -3 | -2 | 2 | 52* | 8
Cn1c(CC(=O)NN)c(Sc2ccccc2)c2ccccc21 | 0 | 0 | 2 | 3 | 0 | -8 | -3
C[C@@H]1CN([C@H](C)CO)C(=O)c2cc(NC(=O)NC3CCCCC3)ccc2O[C@H]1CN(C)S(=O)(=O)c1ccc(Cl)cc1 | -3 | -1 | 0[16.7 µM] | 10 | 7 | -5 | -5
COc1ccc(NC(=O)N(C)C[C@@H]2Oc3ccc(NS(=O)(=O)c4c(C)noc4C)cc3C(=O)N([C@@H](C)CO)C[C@H]2C)cc1 | -1 | 6 | 4[16.7 µM] | 20 | 0 | 0 | -16
Cc1cccnc1NC(=O)CCn1c(=O)oc2ccccc21 | -3 | -4 | -2 | -1 | -4 | 1 | -3
O=C(COC(=O)c1ccccc1NCCO)NCCC1=CCCCC1 | 4 | 10 | -2 | -4 | -13 | 29 | -6
O=C(Nc1c(C(=O)N2CCN(c3ccccn3)CC2)oc2ccccc12)c1cccc([N+](=O)[O-])c1 | 3 | x | 16 | 26 | 0 | 2 | -5
O=C(CCS(=O)(=O)c1cccs1)Nc1ccc(C(=O)NC2CCCC2)cc1 | 0 | 4 | -28 | -7 | -2 | 4 | -4
COCC(=O)N1C[C@@H]2[C@H](c3ccccc31)[C@H](CO)N2C(=O)C1CCOCC1 | 0 | 21 | -4[16.7 µM] | -42 | 2 | 1 | -9
C[C@H](CO)N1C[C@H](C)[C@@H](CN(C)Cc2ccc(Cl)c(Cl)c2)Oc2ccc(NC(=O)Cc3cn(C)c4ccccc34)cc2C1=O | 2 | -14 | -1[16.7 µM] | 37 | -1 | -7 | 12
CCOC(=O)c1c(CN2CCN(c3ccccc3)CC2)oc2cc(Br)c(O)cc12 | 3 | 4 | x | -9 | -2 | 3 | 1
Cc1cc(C)nc(N(C#N)CCOc2ccc(Cl)cc2)n1 | 3 | -1 | x | 1 | -1 | 2 | 4
COC(=O)C(C(=O)OC)C(CC(=O)c1ccc(C)cc1)c1cc(OC)c(OC)c(OC)c1 (stereo not drawn) | -1 | 0 | 8 | -2 | -3 | -7 | -21
CO[C@@H]1CN(C)C(=O)c2cc(NC(=O)Nc3ccccc3Cl)ccc2OC[C@@H](C)N(C)C[C@H]1C | 0 | -3 | 9[16.7 µM] | -21 | 1 | -1 | 1
Cc1nnc(NC(=O)c2csc3c2CCC(C)C3)s1 (stereo not drawn) | x | -2 | -2 | 6 | -3 | 40 | -2
O=S(=O)(N[C@@H]1CC[C@@H](CCn2cc(C3CC3)nn2)O[C@H]1CO)c1ccc(Cl)cc1 | -3 | 0 | x | 2 | -2 | -3 | x
CCOc1cc(C(=O)N/N=C/c2ccsc2)cc(OCC)c1OCC | x | -5 | x | x | 0 | x | -8
CCOC(=O)Cc1csc(NC(=O)c2cccs2)n1 | 1 | x | 0 | -9 | x | 63* | -2
O=C(C[C@H]1CC[C@@H]2[C@H](COC[C@H](O)CN2Cc2cccc(C(F)(F)F)c2)O1)NCc1ccc(Cl)cc1 | 0 | -4 | -9[16.7 µM] | 7 | 4 | 4 | 2
CCOC(=O)c1c(C)n(C)c2ccc(OC)c(NC(=O)CCN3CCC(Cc4ccccc4)CC3)c12 | -3 | -1 | 0 | 2 | 0 | -3 | -3
COc1ccc(CNC(=O)CN2C(=O)NC3(CCCCCCC3)C2=O)cc1 | -1 | 4 | -6 | -2 | -1 | -2 | -3
Cc1ccccc1NC(=O)c1sc(Cl)nc1-c1ccccc1 | 0 | x | -6 | 3 | x | x | -5
CC1CC(=O)N(CC(=O)NCc2ccc3c(c2)OCO3)c2ccccc2S1 (stereo not drawn) | 0 | x | 2 | 27 | x | -1 | -9
Cc1ccc(S(=O)(=O)Nc2cccc3c2O[C@@H](CN(C)C)[C@@H](C)CN([C@@H](C)CO)C3=O)cc1 | 1 | -2 | 2[16.7 µM] | -13 | 1 | -4 | -4
Cc1ccc(CN2CCN(C3CCCC3)C(CCO)C2)s1 (stereo not drawn) | -4 | 3 | -4 | 5 | -3 | -1 | 7
Cc1nc2ccc(F)cc2cc1C(=O)NCc1ccco1 | 3 | x | -2 | 7 | x | 7 | -3
C[C@@H]1CN([C@@H](C)CO)C(=O)c2cccc(NC(=O)Nc3ccc4c(c3)OCO4)c2O[C@@H]1CN(C)Cc1ccc(Oc2ccccc2)cc1 | 63 | -1 | -32[16.7 µM] | 34 | 11 | 3 | 3
CC(C)CC#Cc1ccc([C@@H]2[C@H]3CN(C(=O)Nc4ccccc4)CCCCN3[C@H]2CO)cc1 | 1 | -6 | -25[16.7 µM] | x | 16* | x | 6
O=C1/C(=C/c2ccccc2)Oc2cc(OC(=O)N3CCOCC3)ccc21 | 3 | x | -3 | -12 | x | -12 | -8
CC(=O)Nc1ccc(C(=O)N2CCCCC2c2cc(C(=O)NCc3ccc(F)cc3)no2)cc1 (stereo not drawn) | -1 | -9 | -2 | -4 | -4 | -5 | x
Cc1cccc(NC(=O)NCc2cccnc2)c1C | 1 | 9 | 0 | x | -5 | x | x
CCC1=C(OC(=O)N(CC)CC)N2C(=O)OC(=NCC(=O)OC)[C@]2(Cc2ccccc2)[C@H]2C1=CC[C@H]1C(=O)NC(=O)[C@H]12 | 2 | 10 | x | 7 | x | 2 | -6
Cc1ccc2nc(N(CCN(C)C)C(=O)c3ccc4ccccc4c3)sc2c1 | 1 | x | -1 | -7 | x | 7 | -3
Cc1ccc2nc(C(C)(C)C)c(Cc3ccccc3C(F)(F)F)n2c1 | 5 | -8 | 5 | -9 | 7 | -9 | x
CCN(C[C@H]1N[C@@](Cc2ccccc2)(C(=O)OC)[C@H]2C(=O)N(C)C(=O)[C@@H]12)C(=O)c1ccc(C(C)(C)C)cc1 | 0 | 5 | x | -42 | 2 | -12 | 1
CC1=C(C)CC(C(=O)NC2CCCC2)C(C(=O)O)C1 (stereo not drawn) | 4 | 12 | -3 | 0 | -1 | -11 | -5
C[C@@H]1CCCCO[C@H](CN(C)S(C)(=O)=O)[C@H](C)CN([C@@H](C)CO)C(=O)c2cc(NS(=O)(=O)c3ccc(F)cc3)ccc2O1 | -1 | 0 | 1[16.7 µM] | 1 | 1 | 0 | -3
COC(=O)[C@H](Cc1ccc(O)cc1)NC(=O)Cn1cnc2c(OCc3ccccc3)ncnc21 | 0 | 3 | -5 | 7 | 0 | 4 | -4
O=C(COC(=O)Cn1[nH]c(=O)c2ccccc2c1=O)NNC(=O)c1ccccc1 | 0 | 3 | x | -6 | 4 | -1 | -4

Single records (already shown).
Cc1ccc2nc(C(C)(C)C)c(Cc3ccccc3C(F)(F)F)n2c1 as listed: Cneo AK release = 5; ERp5 inh = -8; miR122 inh = 5; C2C12 statin = -9; SIRT5 inh = 7; esBAF inh = -9; ARNT TACC3 PPI = x
CC(=O)Nc1ccc(C(=O)N2CCCCC2c2cc(C(=O)NCc3ccc(F)cc3)no2)cc1 (stereo not drawn) as listed: Cneo AK release = -1; ERp5 inh = -9; miR122 inh = -2; C2C12 statin = -4; SIRT5 inh = -4; esBAF inh = -5; ARNT TACC3 PPI = x

Next section
Compound | Cneo AK release | ERp5 inh | miR122 inh | C2C12 statin | SIRT5 inh | esBAF inh | ARNT TACC3 PPI
COc1ccc(C(=O)NCC(c2ccc3c(c2)OCO3)N2CCN(c3ccc(OC)cc3)CC2)cc1 (stereo not drawn) | x | -1 | -3 | 48 | 3 | 0 | 10
CCc1ccc(NC(=O)Nc2cc(C(=O)O)ccc2N2CC3CC(C2)c2cccc(=O)n2C3)cc1 (stereo not drawn) | 1 | 1 | -10 | -2 | -4 | 0 | -3
O=C(N[C@H]1CC[C@H](CCn2cc(C3(O)CCCC3)nn2)O[C@@H]1CO)C1CCOCC1 | 0 | 7 | x | 20 | -1 | 0 | -2
CO[C@@H]1CN(C)C(=O)c2ccc(NC(=O)C3CCC3)cc2OC[C@H](C)N(C)C[C@H]1C | -1 | 10 | -4[16.7 µM] | -7 | -3 | -2 | -15

Structural class, the compounds so far containing a thiophene ring, fused or not.
Compound | Cneo AK release | ERp5 inh | miR122 inh | C2C12 statin | SIRT5 inh | esBAF inh | ARNT TACC3 PPI
Cc1cc2c(=O)n(C)c(SCC(=O)Nc3cccc(F)c3)nc2s1 | 0 | -1 | 7 | -3 | -6 | 10 | -6
COc1ccc(CNC(=O)c2sccc2-c2ccccc2)cc1OC | 2 | -3 | x | -19 | 4 | 5 | 15
CCN(CC(=O)NCc1cccs1)C(=O)c1ccc(NS(=O)(=O)c2ccc(C(C)=O)cc2)cc1 | x | -4 | x | x | -1 | x | 0
O=C(CCS(=O)(=O)c1cccs1)Nc1ccc(C(=O)NC2CCCC2)cc1 | 0 | 4 | -28 | -7 | -2 | 4 | -4
Cc1nnc(NC(=O)c2csc3c2CCC(C)C3)s1 (stereo not drawn) | x | -2 | -2 | 6 | -3 | 40 | -2
CCOc1cc(C(=O)N/N=C/c2ccsc2)cc(OCC)c1OCC | x | -5 | x | x | 0 | x | -8
CCOC(=O)Cc1csc(NC(=O)c2cccs2)n1 | 1 | x | 0 | -9 | x | 63* | -2
Cc1ccc(CN2CCN(C3CCCC3)C(CCO)C2)s1 (stereo not drawn) | -4 | 3 | -4 | 5 | -3 | -1 | 7
